Rev-erbA mod – modulators of Rev-erb alpha DNA binding, primary screen, biochemical, FITC-DNA, fluorescence polarization, uHTS; Nuclear receptor subfamily 1 group D member 1 (Homo sapiens), P20393; Rev-erbα–FITC-DNA binding, 90 min; activity, % at 10 µM; actives 0.79% (n = 370,000);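 active = activity above about 14%, limit read from the data; passing the limit was not always enough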;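 also: 0% = DMSO wells with 35 nM protein and 100% = DMSO wells with 750 nM protein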
Target sequence (P20393 whole entry, looked up): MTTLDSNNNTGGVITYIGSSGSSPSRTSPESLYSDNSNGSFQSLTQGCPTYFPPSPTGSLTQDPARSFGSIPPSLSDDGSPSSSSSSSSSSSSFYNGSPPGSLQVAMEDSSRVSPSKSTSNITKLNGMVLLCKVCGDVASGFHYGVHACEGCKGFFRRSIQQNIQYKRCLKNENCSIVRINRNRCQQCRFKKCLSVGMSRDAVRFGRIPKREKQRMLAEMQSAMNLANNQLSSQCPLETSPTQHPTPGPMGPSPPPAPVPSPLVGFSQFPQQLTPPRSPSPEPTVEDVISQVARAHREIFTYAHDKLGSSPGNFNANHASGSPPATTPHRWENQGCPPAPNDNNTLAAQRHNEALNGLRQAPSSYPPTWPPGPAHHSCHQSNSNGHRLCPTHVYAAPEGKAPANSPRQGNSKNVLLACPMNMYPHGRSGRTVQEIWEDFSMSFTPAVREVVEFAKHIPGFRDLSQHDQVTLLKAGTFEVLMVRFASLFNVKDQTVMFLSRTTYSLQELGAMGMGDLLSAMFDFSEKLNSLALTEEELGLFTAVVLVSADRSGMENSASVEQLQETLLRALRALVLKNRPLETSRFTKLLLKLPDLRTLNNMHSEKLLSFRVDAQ
HTRA1 inhibitor – HTRA1 serine protease inhibitors, primary screen, biochemical, fluorescence polarization, HTS | Q92743 | AID 504803, 2011 | recombinant HTRA1, FP-rhodamine activity-based probe | inhibition, % at 5.96 µM | actives 0.5% (n = 340,000); in the data active = inhibition above about 36%;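 also: 0% = enzyme with DMSO and 100% = wells lacking enzyme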
mABHD4 FP – ABHD4 inhibitors, primary screen, biochemical, fluorescence polarization, mouse; (Lyso)-N-acylphosphatidylethanolamine lipase (Mus musculus), Q8VD66; purified mABHD4, FP-Rh probe fluorescence polarization; inhibition, % at 8.92 µM; actives 0.54% (n = 370,000); AID 720543, 2013;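 active = inhibition exceeding the mean over every tested compound plus 3 SD, cut at about 30% in these data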;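 also: 0% = plate median of compound wells and 100% = S159A mutant with DMSO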
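system = mouse ABHD4 enzyme, wild type | medium = HEPES pH 7.0, NaCl, Pluronic buffer | also added = FP-Rh probe | incubation = Enzyme–compound pre-incubation 45 min, then probe 60 min, both 25 °C | technique = fluorescence polarization, excitation 525 nm, emission 598 nm, BODIPY TMR filters | controls = S159A mutant high control, sample median low control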
PG9 Ab binder – binders of HIV-1 gp120 antibody PG9, primary screen, biochemical, TR-FRET; HIV-1 gp120 / PG9 antibody interaction; TR-FRET gp120-PG9 antibody binding; inhibition, % at 6.7 µM; actives 0.43% (n = 360,000); AID 624416, 2012; in the data active = inhibition above about 8.5%
TDP2 inh – human TDP2 enzyme inhibitors, primary screen, biochemical, epi absorbance, recombinant enzyme. actives 0.34% (n = 370,000). inhibition, % at 12.8 µM. T5PNP hydrolysis, p-nitrophenol absorbance 415 nm;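 active = inhibition above the mean of all tested compounds plus 3 SD, set per campaign, cut at about 25% in these data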;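 also: 0% = DMSO with enzyme and 100% = buffer with substrate but no TDP2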
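Test system: human TDP2 enzyme; Input: 120 nM TDP2 per well; Buffer or medium: Mg2+-containing Tris-HCl buffer, pH 7.5; Reagent: 5 mM T5PNP; Dosing: 12.8 µM single point, 1% DMSO; Incubation: reaction 2 h, 37 °C; Detection: p-Nitrophenol epi absorbance; Read-out: % inhibition relative to enzyme-containing and enzyme-free wells; Replicates: single well per compound.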
LEDGF integ inh – blockers of LEDGF/p75-dependent integrase strand transfer – biochemical, TR-FRET, high throughput, primary screen; TR-FRET IN-LEDGF/p75 DNA integration, Eu/Cy5; inhibition, % at 3.7 µM; HIV-1 integrase (with human LEDGF/p75); actives 0.64% (n = 370,000); AID 743269, 2014;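 active = inhibition above the screen-wide mean plus 3 SD, cut at about 13% in these data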;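 also: signal is the Cy5 over europium emission ratio at 671 and 618 nm; 0% = plate median of compound wells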
PRMT1 FP inh – PRMT1 methyltransferase inhibitors, primary screen, biochemical, fluorescence polarization; actives 1.3% (n = 370,000); recombinant PRMT1, activity-based probe fluorescence polarization; inhibition, % at 2.79 µM;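 active = inhibition above about 21% made by adding two undisclosed values, limit read from the data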
Target sequence (Q99873 whole entry, looked up): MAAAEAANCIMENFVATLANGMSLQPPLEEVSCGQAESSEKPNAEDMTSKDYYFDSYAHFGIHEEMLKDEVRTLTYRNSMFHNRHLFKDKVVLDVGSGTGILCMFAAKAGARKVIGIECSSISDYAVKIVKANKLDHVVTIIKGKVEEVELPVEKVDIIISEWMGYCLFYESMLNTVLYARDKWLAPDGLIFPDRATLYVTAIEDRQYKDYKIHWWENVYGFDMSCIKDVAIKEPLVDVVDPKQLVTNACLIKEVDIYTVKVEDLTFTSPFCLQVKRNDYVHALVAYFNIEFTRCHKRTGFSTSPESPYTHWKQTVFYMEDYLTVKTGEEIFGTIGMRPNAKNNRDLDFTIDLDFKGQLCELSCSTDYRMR
TCR-CD3 inh – inhibitors of human TCR-CD3 interaction, primary screen, biochemical, fluorescence, TAMRA-labeled TCR probe; T-cell receptor (TCR); inhibition, % at 9.4 µM; actives 0.37% (n = 360,000); in the data active = inhibition above about 19%;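 also: recombinant mutant TCR 2C K166C tagged with TAMRA read by polarization; 0% = receptor in buffer alone and 100% = receptor with positive control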
rCAG RNA binder – binders of r(CAG) RNA repeats, primary screen, biochemical, fluorescence. inhibition, % at 3 µM. r(CAG) RNA repeat, TO-PRO-1 dye displacement fluorescence. actives 1.3% (n = 370,000);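 active = inhibition above the plate cutoff, the mean of all test compounds on that plate plus 3 SD, cut at about 35% in these data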;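 also: 0% = DMSO alone and 100% = 100 µM mitoxantrone as full dye displacement; higher means more dye released from RNA so lower well fluorescence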
SIAE inh – human SIAE inhibitors, primary screen, biochemical, fluorescence polarization, FP-Rh probe, 1536-well HTS | inhibition, % at 9.66 µM | actives 0.69% (n = 370,000) | Sialate O-acetylesterase (Homo sapiens), Q9HAT2 | SIAE FP-Rh probe binding;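 active = inhibition above a cutoff: mean of compounds within the control limits plus 3 SD of those, cut at about 17% in these data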;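 also: 0% = plate median of compound wells and 100% = probe without SIAE protein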
The depositor's hits bear a star; . = not tested or not shown. A portion of the library; rates above refer to the full screens.

The line under a structure holds: mABHD4 FP	PG9 Ab binder	SIAE inh	LEDGF integ inh	Rev-erbA mod	PRMT1 FP inh	rCAG RNA binder	HTRA1 inhibitor	TCR-CD3 inh	TDP2 inh
- N#CC1=C(N)N(c2ccc(F)cc2)C(=O)C1
 : 14	-0.4	1	-1	3	7	0	-3	-1	2
- CCn1c(=O)c2[nH]c(SC)nc2n(CC)c1=O
 : 2	-2.4	-4	-2	3	1	4	2	5	-7
- COc1ccc(Cl)cc1NC(=O)CN(C)S(=O)(=O)c1cccs1
 : 1	-2.4	4	1	4	0	4	1	4	8
- COc1ccc(NC(=O)C/C(C)=N/NC(=O)CCc2ccccc2)c(OC)c1
 : 0	-2.3	-4	-3	3	-7	-1	-1	6	-6
- CC1CCN(C(=O)c2cc3nc(-c4ccccc4)cc(-c4ccccc4)n3n2)CC1
 : -2	-2.0	-2	0	-5	0	-2	-6	-1	-8
- Fc1ccc(-c2nc3ccc(Cl)cn3c2Cc2ccsc2)cc1
 : 13	0.2	6	-4	-3	8	17	.	9	2
- CCc1ccc(/C=C2\SC(=S)N(CCCC(=O)N(CCO)c3ccccc3)C2=O)cc1
 : -4	-1.0	-8	-1	-4	5	6	-69	2	8
- Cc1ccc(C)c(Cc2c(C)nc(C)[nH]c2=O)c1
 : -2	-1.8	6	3	-5	1	3	-1	5	9
- COc1ccc(-c2ncccc2OC(=O)C23CC4CC(CC(C4)C2)C3)cc1
 : -6	-2.1	6	-1	7	0	-7	-7	4	-3
- Clc1ccc(-n2cccc2/C=N/n2cnnc2)cc1
 : -2	0.6	-1	-1	-2	2	-1	0	-4	2
- CC(C)CCOCC1CC2(CC(C)(c3csc(N)n3)OC2=O)C(=O)O1 (stereo not given)
 : 2	-1.1	0	-5	-4	0	1	5	4	-2
- Cn1cc(C(=O)N/N=C/C2=C(N3CCOCC3)C(=C/c3ccc([N+](=O)[O-])cc3)/CC2)ccc1=O
 : 12	-0.7	3	88*	0	5	8	2	-1	0
- CC(C)(NC(=O)N1CCOCC1)c1cccc(C(C)(C)NC(=O)N2CCOCC2)c1
 : 3	-1.2	2	-1	8	-2	1	3	4	-1
- CC(C)(C)n1nnnc1C(c1ccc(Cl)cc1)N1CCSCC1 (stereo not given)
 : 3	0.1	3	2	2	0	-2	1	6	8
- Cc1cc(C)n(-c2nc3ccccc3c(=O)n2OCCOc2ccccc2)n1
 : -4	-1.5	1	-1	0	1	-7	4	0	7
- COC(=O)[C@]1(C)N[C@H](CN(C)C(C)=O)[C@@H]2C(=O)N(C)C(=O)[C@@H]21
 : 2	-0.7	-2	0	-5	2	2	4	9	8
- CNCCOc1ccccc1OC(C)C
 : 7	-3.3	4	2	-5	1	-3	-2	0	-3
- CC(=O)c1cccc(-c2cnc3c(NC=O)cc(-c4ccc(C(=O)N5CCOCC5)cc4)cn23)c1
 : 1	-1.2	-7	-5	3	4	8	.	-4	3
- CC(=O)C1=C(C)NC(SCc2cccc3ccccc23)=C(C#N)C1c1ccco1 (stereo not given)
 : -5	-0.1	9	2	0	4	18	-20	0	9
- CN(C(=O)COC(=O)COc1ccc(Cl)cc1Cl)c1c(N)n(Cc2ccccc2)c(=O)[nH]c1=O
 : 0	0.9	8	2	-3	-1	-3	11	-1	22

Quoted at random: 2 compounds from above, in no set order.
The line under a structure holds: mABHD4 FP	PG9 Ab binder	SIAE inh	LEDGF integ inh	Rev-erbA mod	PRMT1 FP inh	rCAG RNA binder	HTRA1 inhibitor	TCR-CD3 inh	TDP2 inh
- CC(=O)C1=C(C)NC(SCc2cccc3ccccc23)=C(C#N)C1c1ccco1 (stereo not given)
 : -5	-0.1	9	2	0	4	18	-20	0	9
- Cc1cc(C)n(-c2nc3ccccc3c(=O)n2OCCOc2ccccc2)n1
 : -4	-1.5	1	-1	0	1	-7	4	0	7

Continuation.
The line under a structure holds: mABHD4 FP	PG9 Ab binder	SIAE inh	LEDGF integ inh	Rev-erbA mod	PRMT1 FP inh	rCAG RNA binder	HTRA1 inhibitor	TCR-CD3 inh	TDP2 inh
- COc1cc2c(cc1OC)CN(Cc1cc(OC)c(O)c(OC)c1)CC2
 : 6	0.4	0	2	-1	-2	-3	3	-7	-4
- COc1cc(-n2nnnc2SCC(=O)N2CCN(c3ccc(F)cc3)CC2)c(OC)cc1Cl
 : -1	1.2	0	0	-5	4	-2	-15	-5	11
- CN(C)S(=O)(=O)N1CCN(C(=O)N(c2ccccc2)c2ccccc2)CC1
 : 2	-0.8	-5	71*	-1	-2	-5	-3	-9	0
- CCC(=O)N1CCN(c2ccc(Cl)cc2NC(=O)c2ccc(N3CCCC3)c([N+](=O)[O-])c2)CC1
 : 4	0.5	-13	-2	-2	-2	3	-11	3	2
- COc1ccc(C(=O)N/C(=C\c2cccs2)C(=O)N2CCN(C)CC2)cc1OC
 : 1	-0.2	7	2	7	-3	4	6	4	10
- COc1ccc(C2/C=C\CN(C(=O)c3ccc(C)cc3)CC(=O)N2Cc2ccc(F)cc2)cc1 (stereo not given)
 : -4	0.2	-3	-5	5	3	-1	-6	-1	4
- C=CCn1cccc(C(=O)Nc2cc(OC)c(OC)c(OC)c2)c1=O
 : 0	-0.7	3	-1	-6	-2	-7	.	-8	-2
- CCOc1ccc2oc(C(=O)Nc3ccc(C)cn3)c(C)c2c1
 : -11	-1.6	4	2	2	5	10	-36	-5	-7
- COC(=O)c1ccccc1NC(=O)CCc1ccccc1
 : -1	0.7	10	2	1	0	-7	-2	-2	2
- CC(C)CC(NC(=O)OC(C)(C)C)C(=O)NC(C(=O)NC(C)C(N)=O)C(C)C (stereo not given)
 : 2	-1.7	1	4	6	3	-1	5	0	-8
- CCOC(=O)c1c(C)[nH]c(NC(=O)Nc2ccc(NC(C)=O)cc2)c1C
 : 3	-3.9	4	4	6	-1	-4	1	1	-8
- C[C@H]1COC(=O)[C@@H](Cc2ccc(F)cc2)CC/C=C\C[C@H](CC(=O)NCCO)C(=O)N1
 : 1	-0.2	5	1	1	1	-4	5	1	8
- COc1ccccc1C(=O)NCC(=O)N/N=C/c1ccncc1
 : 3	-0.4	0	-2	1	1	1	3	2	6
- CCCCN(CC)CCCNC(=O)c1cc2c(=O)[nH]c3ccccc3c2s1
 : 5	-0.8	5	-1	-2	-4	14	-2	-1	11
- COc1cc(NC(=O)c2cccc(Cl)c2)c(OC)cc1NC(=O)CN1CCCCC1
 : -1	-0.7	2	-3	-4	-2	0	-3	6	2
- COc1cc(/C=N\NC(=O)C2CC3C=CC2C3)ccc1O (stereo not given)
 : 2	-2.4	7	1	-2	2	-2	8	4	0
- Cc1ccc(-n2c(SCC(=O)Nc3ccc(Oc4ccccc4)cc3)nnc2-c2ccco2)cc1
 : -8	.	0	-1	-5	0	9	.	.	7
- COc1ccc(CN2CCC(n3nccc3NC(=O)C3CCCC3)CC2)c(OC)c1
 : -4	-0.6	1	4	-4	-3	-5	10	4	-3
- Cc1nc(CS(=O)(=O)c2ccc(Cl)cc2)sc1C(=O)O
 : -4	-1.1	3	-5	-1	0	-1	2	3	-9
- Cc1occc1-c1nnc(SCC(=O)NCCc2ccccc2)n1C(C)c1ccccc1 (stereo not given)
 : -3	-1.3	-6	3	11	-1	-4	-4	-1	0
- O=C(NCCOC(=O)c1ccc(S(=O)(=O)N2CCOCC2)cc1)c1cccnc1
 : -6	1.3	-2	-1	7	1	0	-1	7	-1
- O=C(NCCS(=O)(=O)N1CCCCC1)c1ccccc1
 : -4	-1.6	10	3	-3	1	-1	-1	-1	-1
- COCCN(C(=O)COC(=O)CCc1ccccc1)c1c(N)n(Cc2ccccc2)c(=O)[nH]c1=O
 : 2	-0.5	-7	-1	-3	0	-5	-3	3	-4
- N#CCCn1cc(C(=O)Nc2ccc(C(=O)O)cc2)c(-c2cccs2)n1
 : -8	0.7	1	-4	5	-1	1	5	2	8
- COc1cc(OC)cc(C(=O)N[C@H](C(=O)Nc2ccccc2N2CCOCC2)C(C)C)c1
 : -5	-3.2	-3	-1	1	0	-4	-5	3	0
- O=C(CCC(=O)N1CCOc2ccc(Cl)cc21)NCCCN1CCN(c2ccccc2F)CC1
 : 9	-3.7	4	3	1	5	-3	-1	-1	7
- CN(C(=S)NC(=O)C1CCCC1)c1ccccc1
 : 4	-1.7	0	0	-4	-3	1	0	-1	3
- COc1cc(C2CC(=O)NC3=C2C(=O)CC(C)(C)C3)ccc1O (stereo not given)
 : 3	-2.4	0	-2	0	-6	1	5	2	6
- Cc1ccccc1CN1CCCCC(NC(=O)c2ccc(-c3ccccc3)cc2)C1=O (stereo not given)
 : -13	.	-7	6	-5	-11	3	.	.	0
- Cc1cc(C)n(C(=O)Cn2nc([N+](=O)[O-])c(Br)c2C)n1
 : 2	-0.6	-1	-1	-7	-3	-1	2	5	2
- c1ccc(-c2n[nH]c(-c3ccccc3)c2-c2nc3ccccc3[nH]2)cc1
 : -18	-2.2	-9	1	1	1	1	-29	4	2
- COc1cccc(C2c3c(-c4ccccc4O)n[nH]c3C(=O)N2Cc2ccco2)c1 (stereo not given)
 : -12	0.5	-5	1	2	4	7	-45	-3	-4
- C=CCNC1=C(Cl)C(=O)N(c2ccccc2Cl)C1=O
 : -2	1.2	7	2	-4	5	-1	6	-2	-4
- Cc1onc(-c2ccccc2Cl)c1C(=O)Nc1cccc(S(=O)(=O)NC2=NCCC2)c1
 : -7	-2.0	-2	3	-5	2	5	-6	5	-5

Assay outcomes from PubChem.
